# Bioassay records (PubChem BioAssay)
# HIV RNase H inh: inhibitors of HIV-1 reverse transcriptase RNase H; RT-RNase H RNA/DNA duplex cleavage, fluorescence; inhibition, % at 10 µM; 65,000 tested, 1.9% active; P04585; in the data active = inhibition above about 50%
# RmlC RmlD mix: RmlC/RmlD inhibition, mixture screen; inhibition, % at 5.5 µM; 110,000 tested, 0.39% active; AID 1532; RmlC/RmlD coupled enzyme inhibition, 384-well mixture HTS; in the data active = inhibition above about 30%, passing the limit was not always enough; inconclusive = no clear call, values can overlap the other calls; also: strong numbers were not always called active
# * hit, by the source's call; i = inactive; ? = inconclusive; . = not tested or not shown. Not all compounds are listed (hit frequency here may not be typical).
SMILES,HIV RNase H inh,RmlC RmlD mix
COc1ccc(OC)c(CNC(=O)C2CCN(S(=O)(=O)N3CCCC3)CC2)c1,-12,3
CSc1nc(C)cc(SCCO)n1,-11,3
CCN1/C(=C/C=C/C=C/c2sc3ccccc3[n+]2CC)Sc2ccccc21,.,6
CCOC(=O)[C@@]1(C#N)[C@@H]2C=CC(C(N)=O)=CN2[C@@H](C(N)=O)[C@@H]1c1cccc(Cl)c1,24,4
COc1ccc(C(=O)Nc2ccc(S(=O)(=O)NCc3ccco3)cc2)cc1OC,-12,7
O=C(CSc1nnc(Cc2ccccc2)n1-c1ccc(Cl)cc1)N1CCOCC1,0,110
CCC(Sc1nc(C)cc(=O)[nH]1)C(=O)Nc1sc2c(c1C#N)CCCC2 (centres undefined),-9,-3
O=C(OC(C(=O)NC1CCCCC1)c1ccccn1)c1cccs1 (centres undefined),.,12
CCOC(=O)c1ccc(NC(=O)CCOc2ccc(C)cc2)cc1,.,72
O=C(c1ccc(CNc2c(NC3CCCCC3)c(=O)c2=O)cc1)N1CCc2ccccc21,.,-2
Cc1cccc(CSC2=NCCN2C(=O)C2CC2)c1,-28,4
O=C(CSc1n[nH]c(-c2ccc(S(=O)(=O)NC3CCCCC3)cc2)n1)N1CCCC1,6,-2
Nc1nc(N)nc(-c2ccccn2)n1,-4,5
COc1ccc2c(c1OC)C(=O)N1c3ccccc3SC21 (centres undefined),-12,4
O=C(c1ccc(CN2CCOCC2)cc1)N1CCN(Cc2ccccc2)CC1,-4,8
CC1CN(CC(=O)Nc2cccc(C(=O)Nc3cccc(C(F)(F)F)c3)c2)CC(C)O1 (centres undefined),.,4
Cc1ccc(SCC(=O)Nc2cccnc2)cc1,.,-10
Cc1ccc2cc(CN(Cc3cccs3)Cc3nnnn3CC3CCCO3)c(=O)[nH]c2c1 (centres undefined),-12,i
O=C1NC(=O)C2(CCC(C(=O)O)C2)N1 (centres undefined),-3,-14
COc1cc(O)cc2occ(-c3ccc(O)cc3)c(=O)c12,.,7
COc1ccccc1CNC(=O)c1c(O)c2cc(OC)c(OC)cc2[nH]c1=O,9,-14
COC(=O)CCN1CCC(C(N)=O)CC1,-6,9
Cc1ccc(C(=O)Nc2ccc3c(c2)ncn3C)cc1,2,.
CC(=O)Nc1ccc(OCC(O)CN2CCN(Cc3ccccc3)CC2)cc1 (centres undefined),-14,-9
COc1ccc(-c2nnc(-c3ccc(N(C)C)cc3)o2)cc1,-6,-45
O=C(NC1(C(F)(F)F)NC(=O)N(Cc2cccnc2)C1=O)c1cccs1 (centres undefined),-11,-17
CC(=O)c1cccc(NC(=O)NCCS(C)=O)c1 (centres undefined),-10,-10
Cc1ccc(-c2cc(C(=O)N3CCCC3)no2)cc1,-7,5
COC(=O)c1sccc1NC(=O)c1ccncc1,-18,-119
Cc1ccc(S(=O)(=O)N[C@H](C(=O)OCn2nnc3ccccc3c2=O)C(C)C)cc1,.,-12
COc1ccc2nc(SCC(=O)Nc3ccc4c(c3)OCCO4)[nH]c2c1,-13,.
CCc1c(C)[nH]n(CCC#N)c1=O,-6,-11
CC(=O)CSc1nsc(SCC(C)=O)c1C#N,.,-27
CCCCN(CCCNC(=O)CN1C(=O)COc2ccccc21)c1ccccc1,8,-16
COc1ccc(C)cc1NC(=O)CSc1nnc(CC(=O)Nc2cccc(C(F)(F)F)c2)n1C,.,6
Cc1ccc(S(=O)(=O)N2CCC(C(=O)N(C)C3CCS(=O)(=O)C3)CC2)cc1 (centres undefined),.,1
Cn1c(N2CCOCC2)c(/C=N/OC(=O)c2ccc(F)cc2)c2ccccc21,.,-10
CCn1c(C(=O)NCc2cccnc2)cc2sc(Cl)cc21,-1,.
CC(=O)c1cccc(NC(=O)Cc2ccc3c(c2)CCCC3)c1,.,-14
Cc1ccc(N2CC(C(=O)NC3=NCCS3)CC2=O)cc1C (centres undefined),-7,3
Cc1ccc(NC(=O)CSc2nnc(CCCCCNC(=O)OC(C)(C)C)o2)c(C)c1,-8,-6
CCc1ccc(NC(=O)c2noc3c2CCc2ccccc2-3)cc1,.,-1
O=C(O)CCC(=O)N1CCc2cc(S(=O)(=O)N3CCC(Cc4ccccc4)CC3)ccc21,-14,1
Nc1nnnn1/N=C/c1ccco1,-1,19
O=C1CSC(c2ccco2)N1 (centres undefined),13,7
O=C(NC1CC1)c1ccc(S(=O)(=O)NCC2CCCCC2)cc1,-5,18
CCc1c(C)c2cc(Cl)c(O)c(CN(CC)CC)c2oc1=O,-9,106*
Cc1cccc(-n2c(=O)[nH]c3c(C(N)=O)nc(C(C)C)nc32)c1,19,10
COC(=O)C1=C(C)N(CCc2ccccc2)C(=O)C1,-14,9
CC1CN(C(=O)/C=C/c2ccc3c(c2)OCO3)CC(C)O1 (centres undefined),.,7
O=C1CN(CC(=O)N2CCCCC2)c2ccccc2O1,43,-13
Clc1nc2sccn2c1/C=N/n1cnc2ccccc21,-26,-13
CCN(CC)S(=O)(=O)c1ccc(NC(=O)C(C)N(c2ccc(OC)cc2)S(C)(=O)=O)cc1 (centres undefined),.,-2
COc1ccccc1NC(=O)COc1ccc(/C=N/NS(=O)(=O)c2ccc(C)cc2)cc1,.,-5
CCCCNc1ccccc1C(=O)OCC(=O)Nc1ccc(S(N)(=O)=O)cc1,.,-45
CC1CCC(NC(=O)CN2CCCN(Cc3ccc(F)cc3Cl)C2=O)CC1 (centres undefined),-19,-7
CC(=O)Nn1c(C)nnc1-n1nc(C)cc1C,-6,1
COc1ccc(CCNC(=O)CCn2c(=O)oc3ccccc32)cc1,-8,7
COC(=O)CSc1nnc(-c2ccncc2)o1,-2,-8
Cc1cccc(NC2=NCC(=O)N2CCc2ccccc2)c1,.,11

# (next part)
SMILES,HIV RNase H inh,RmlC RmlD mix
CSc1nnc2c(n1)OC(c1ccc(C(=O)O)cc1)N(C(C)=O)c1ccccc1-2 (centres undefined),-4,-12
CC1(C)CC(O)CC(C)(C)N1CC(O)COCCOc1ccc(Br)cc1 (centres undefined),.,10
O=C(NC(=S)Nc1ccc2c(c1)OCO2)c1ccccc1,.,2
CCOC(=O)C1CCN(C(C(=O)NC2CCCCC2)c2ccc(OC)cc2)CC1 (centres undefined),-4,?
CC(C)CC1C(C#N)=C(N)SC(N)=C1C#N,51*,-11
CCOC(=O)N1CCN(C(=O)c2cc3c(ccc4ccccc43)oc2=O)CC1,-15,2
COC(=O)[C@@]1(Cc2ccc(F)cc2)[C@H]2c3cc(C(=O)N(C)C)n(Cc4nc5ccccc5[nH]4)c3C[C@H]2CN1C(=O)c1ccccc1,.,1
Cn1cnc([N+](=O)[O-])c1NC(C)(C)C,.,3
Cc1c(Br)c([N+](=O)[O-])nn1CC(=O)Nc1sc2c(c1C(=O)OC(C)C)CCCC2,.,-10
CCSc1nnc(-c2ccc(Cl)cc2Cl)o1,-28,-8
O=C(NCCCCCCNC(=O)C1CCCC1)C1CCCC1,.,-11
S=c1[nH]nc(CSCc2ccc(Cl)cc2Cl)n1-c1ccccc1,.,4
CCOc1ccc(-c2nnc3ccc(SCC(=O)NCc4ccco4)nn23)cc1,-9,8
Cc1ccc(C2(CC(=O)N3CCCC3)CCOC(C(C)C)C2)cc1 (centres undefined),.,1
O=C(c1ccc(C(F)(F)F)cc1)c1c[nH]c(C(=O)NCCCn2ccnc2)c1,.,11
Fc1ccc(C(c2nnnn2C2CCCC2)N2CCN(Cc3ccncc3)CC2)cc1 (centres undefined),-11,-18
Cc1nn(C)c(C)c1C(=O)NN,.,1
CCC(C)(C)NC(=O)C(c1ccc(F)cc1)N(Cc1ccco1)C(=O)c1cnccn1 (centres undefined),3,4
COc1ccc(-c2nc(-n3c(C)c(C(C)=O)c(C(C)=O)c3C)sc2C)cc1OC,.,-10
CCOC(=O)N1CCN(C/C(C)=C/c2ccccc2)CC1,2,13
O=C(CSC1=NCCS1)Nc1ccccc1F,-7,5
O=C(COC(=O)C1CCCN1C(=O)c1cccs1)Nc1ccc2c(c1)OCO2 (centres undefined),-9,8
CN1CCN(S(=O)(=O)c2ccc(C(=O)Nc3ccccc3)cc2)CC1,.,-11
O=C(O)c1ccc(CSc2nnc(-c3ccncc3)n2CC2CCCO2)cc1 (centres undefined),-2,-4
CCOCCCNC(=O)c1ccc(OC)cc1,-17,-1
Cc1c(NC(=O)C2CC(c3ccc(F)cc3)=NO2)c(=O)n(-c2ccccc2)n1C (centres undefined),.,-6
COc1cc(C(=O)NCc2nnc(SCC(=O)N3CCC(C)CC3)o2)cc(OC)c1OC,-6,12
O=C(c1cc2nc(-c3cccs3)cc(C(F)(F)Cl)n2n1)N1CCCc2ccccc21,.,-15
Cc1ccc(Oc2nc3ccccc3n3c(C)nnc23)cc1,-7,9
O/N=C1/C(=C\c2ccccc2)N2CCC1CC2,-2,6
O=c1cc(-c2ccccc2)nc(N2CCN(Cc3ccc4c(c3)OCO4)CC2)[nH]1,-25,-6
OCCOCCn1c(C2CCCN2c2nc(-c3ccc(F)cc3)cs2)nc2cc(Cl)c(Cl)cc21 (centres undefined),.,-6
O=C(CNC(=O)c1ccco1)Nc1ccc(S(=O)(=O)N2CCCC2)cc1,.,-12
O=C1C(=O)N(CCO)C(c2ccccc2)/C1=C(\O)c1ccccc1 (centres undefined),-10,12
Cc1ccccc1NC(=O)C1CCN(c2cnccn2)CC1,-7,-10
Cc1sc2ncn(CC(=O)NCC(=O)N3CCC4(CC3)OCCO4)c(=O)c2c1C,-12,14
O=C1CC(c2ccncc2)c2cc3c(cc2N1)OCCO3 (centres undefined),-8,-1
COC(=O)c1ccccc1NC(=O)C1CC(=O)N(C2CCCCC2)C1 (centres undefined),-11,-8
Cc1ccccc1C(=O)Nc1cccc(C#N)c1,.,-13
Cc1cc(NC(=O)CN2CC(C)OC(C)C2)n(-c2nc3ccccc3s2)n1 (centres undefined),.,9

# Sorted by SMILES length (descending): 18 of the compounds above.
SMILES,HIV RNase H inh,RmlC RmlD mix
OCCOCCn1c(C2CCCN2c2nc(-c3ccc(F)cc3)cs2)nc2cc(Cl)c(Cl)cc21 (centres undefined),.,-6
COc1ccc(-c2nc(-n3c(C)c(C(C)=O)c(C(C)=O)c3C)sc2C)cc1OC,.,-10
O=c1cc(-c2ccccc2)nc(N2CCN(Cc3ccc4c(c3)OCO4)CC2)[nH]1,-25,-6
O=C(c1ccc(C(F)(F)F)cc1)c1c[nH]c(C(=O)NCCCn2ccnc2)c1,.,11
Cc1sc2ncn(CC(=O)NCC(=O)N3CCC4(CC3)OCCO4)c(=O)c2c1C,-12,14
O=C(COC(=O)C1CCCN1C(=O)c1cccs1)Nc1ccc2c(c1)OCO2 (centres undefined),-9,8
O=C(CNC(=O)c1ccco1)Nc1ccc(S(=O)(=O)N2CCCC2)cc1,.,-12
O=C(O)c1ccc(CSc2nnc(-c3ccncc3)n2CC2CCCO2)cc1 (centres undefined),-2,-4
O=C1C(=O)N(CCO)C(c2ccccc2)/C1=C(\O)c1ccccc1 (centres undefined),-10,12
COC(=O)c1ccccc1NC(=O)C1CC(=O)N(C2CCCCC2)C1 (centres undefined),-11,-8
CCOC(=O)N1CCN(C/C(C)=C/c2ccccc2)CC1,2,13
O=C1CC(c2ccncc2)c2cc3c(cc2N1)OCCO3 (centres undefined),-8,-1
Cc1ccccc1NC(=O)C1CCN(c2cnccn2)CC1,-7,-10
O/N=C1/C(=C\c2ccccc2)N2CCC1CC2,-2,6
Cc1ccccc1C(=O)Nc1cccc(C#N)c1,.,-13
O=C(CSC1=NCCS1)Nc1ccccc1F,-7,5
CCOCCCNC(=O)c1ccc(OC)cc1,-17,-1
Cc1nn(C)c(C)c1C(=O)NN,.,1

# Some of the entries above in a different format:
# Sequence of screens: HIV RNase H inh | RmlC RmlD mix
Cc1ccc(C2(CC(=O)N3CCCC3)CCOC(C(C)C)C2)cc1 (centres undefined)
→ . | 1
O=C(c1ccc(C(F)(F)F)cc1)c1c[nH]c(C(=O)NCCCn2ccnc2)c1
→ . | 11
Fc1ccc(C(c2nnnn2C2CCCC2)N2CCN(Cc3ccncc3)CC2)cc1 (centres undefined)
→ -11 | -18

# New compounds follow.
SMILES,HIV RNase H inh,RmlC RmlD mix
Cc1nn(-c2ccccc2)c(C)c1/C=N/N1CCN(c2ccccc2)CC1,.,12
COC(C/C=C\[C@H](O)COCc1ccccc1)OC,.,5
CCOC(=O)CC1(CC(=O)OCC)NC(=O)c2c(C)sc(C(=O)OCC)c2N1,-14,18
CCC(=O)NC(c1cccc([N+](=O)[O-])c1)c1c(OC(C)=O)ccc2ccccc12 (centres undefined),.,50
O=C(Nc1ccc(NC(=O)c2cccs2)cc1)c1ccco1,.,4
Cc1cc(OC(=O)CCCNC(=O)OC(C)(C)C)c2c3c(c(=O)oc2c1)CCC3,.,-15
c1ccc2c(c1)ccc1nnc(SCc3ccc4c(c3)OCCO4)n12,.,17
Cc1c(-c2ccccc2)sc(N)c1C(=O)N1CCOCC1,85*,-9
COC(=O)CN(n1cnnc1)S(=O)(=O)c1ccccc1,-5,1
Cn1nc(-c2ccc(OCC(N)=O)cc2)c2ccccc2c1=O,.,4
CCOC(=O)N1CCC(Nc2ncnc3c2cnn3-c2ccc(C)cc2C)CC1,0,-11
CCCCC(CC)Cn1c(N)c(C#N)c2nc3ccccc3nc21 (centres undefined),6,-149
Cn1c(NC(=O)c2ccc(Cl)s2)cc(=O)n(C)c1=O,.,11
C=CCC(NCc1ccccc1)c1ccco1 (centres undefined),-4,14
CC(NC(=O)c1ccc(-c2cc(C(F)(F)F)ccc2Cl)o1)c1ccccc1 (centres undefined),.,8
O=P(CN1CCN(c2ccccc2)CC1)(N1CCCCC1)N1CCCCC1,-11,-16
Cn1cnc([N+](=O)[O-])c1Sc1ccccc1,.,15
CCOc1ccc(CCNC(=O)COC(=O)c2ccco2)cc1OCC,.,2
COC(=O)c1c(NC(=O)c2ccc(S(=O)(=O)N3CCOCC3)cc2)sc2c1CCN(C)C2,-5,2
Cc1ccc(NS(=O)(=O)c2ccccc2Cl)c2c1CC(C)(C)O2,.,-1
Cc1c(=O)n(OCc2ccccc2)c2ccccc2[n+]1[O-],-4,8
COc1ccc(-c2nnc(SCC(=O)Nc3ccc(Cl)cc3)n2C)cc1,-2,6
